Screens: PubChem BioAssay, National Center for Advancing Translational Sciences (NCATS)
HEK293 viab – cell viability loss counter-screen; Potency, µM (top dose mostly 57.1 µM), without a hit: at the top dose activity change, negative = cytotoxicity, usual class: cytotoxic; HEK-293-SNCA-luc viability, GF-AFC fluorescence, 24 h; 150,000 tested, 0.12% active; AID 1671193;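 note: potency is the fitted concentration of half-maximal effect; 0% = DMSO-treated cells and -100% = medium-only wells without cells; nearly all actives have a fitted effect of over 30% in size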
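Cytotoxicity counterscreen: after 24 h compound treatment of genome-edited SNCA-luciferase HEK-293 cells, live-cell protease substrate GF-AFC read by fluorescence after 30 min; activity scaled between DMSO (0%) and medium-only (-100%), curves Hill-fitted.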
Luciferase inh – inhibitors of firefly (Photinus pyralis) luciferase; Potency, µM (top dose mostly 115 µM), for inactives: at the top dose activity change, negative = inhibition, usual class: inhibitors; P08659; purified P. pyralis luciferase, luminescence, biochemical; 76,000 tested, 2.5% active; AID 1347043; note: potency is the fitted concentration of half-maximal effect; nearly all actives have a fitted effect of over 65% in size
Target sequence (P08659 whole entry, looked up): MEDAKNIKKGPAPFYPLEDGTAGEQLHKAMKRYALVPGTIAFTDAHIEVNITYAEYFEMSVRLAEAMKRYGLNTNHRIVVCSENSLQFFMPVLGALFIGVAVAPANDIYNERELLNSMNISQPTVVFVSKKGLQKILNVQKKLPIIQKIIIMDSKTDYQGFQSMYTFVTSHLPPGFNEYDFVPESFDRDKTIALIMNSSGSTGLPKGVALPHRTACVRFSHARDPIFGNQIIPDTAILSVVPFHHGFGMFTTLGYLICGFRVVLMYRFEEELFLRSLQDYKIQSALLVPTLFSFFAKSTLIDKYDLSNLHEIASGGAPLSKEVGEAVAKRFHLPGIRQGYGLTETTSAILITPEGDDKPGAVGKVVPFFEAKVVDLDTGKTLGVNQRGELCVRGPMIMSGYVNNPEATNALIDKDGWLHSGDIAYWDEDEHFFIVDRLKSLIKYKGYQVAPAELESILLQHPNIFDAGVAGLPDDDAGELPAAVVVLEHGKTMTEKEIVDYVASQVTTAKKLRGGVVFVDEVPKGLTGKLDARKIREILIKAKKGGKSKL
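Purified P. pyralis luciferase (10nM final) in 50mM Tris acetate pH 7.5, 10mM Mg acetate, 0.01% Tween-20, 0.05% BSA with 10uM D-luciferin and 10uM ATP. Compounds titrated qHTS. Luminescence imaged on CCD.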
SNCA expr inhib – inhibitors of alpha-synuclein (SNCA) gene expression | HEK-293 SNCA-luciferase knock-in, luminescence, 24 h | Potency, µM (top dose mostly 57.2 µM), for inactives: top-dose activity change, negative = inhibition, actives largely listed as inhibitors | 140,000 tested, 0.17% active;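 note: potency is the fitted concentration of half-maximal effect; plate controls were DMSO cells for no effect and cell-free wells for full effect; nearly all actives have a fitted effect of over 45% in size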
HEK cytotox – kills HEK 293 cells. HEK 293 viability, ATP luminescence (CellTiter-Glo), 48-72 h. Potency, µM (top dose mostly 115 µM), without a hit: at the top dose activity change, negative = cytotoxicity, most hits filed as inhibitors. 94,000 tested, 6.6% active. AID 1345083; note: potency is the fitted concentration of half-maximal effect; nearly all actives have a fitted effect of over 60% in size
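CellTiter-Glo luminescence (cellular ATP) was read after 48 or 72 hr of compound exposure at 37 degree Celsius. Cells were HEK 293 plated at 250 cells/well.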
3T3 cytotox – cytotoxic compounds in NIH 3T3 cells; NIH 3T3 viability, CellTiter-Glo ATP luminescence, 48-72 h; Potency, µM (top dose mostly 96.7 µM), for the others: top-dose activity change, negative = cytotoxicity, actives largely listed as inhibitors; 94,000 tested, 4.3% active; note: potency is the fitted concentration of half-maximal effect; nearly all actives have a fitted effect of over 55% in size
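Cytotoxicity is measured as loss of cellular ATP: NIH 3T3 cells (400/well) are exposed to compound for 48 or 72 hr at 37 °C, then CellTiter-Glo luminescence is imaged after 10 min at room temperature.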
IP6K1 inh – blocks human inositol hexakisphosphate kinase 1; Q92551; IP6K1 kinase, ADP-Glo luminescence, 2 h; active compounds read low; activity change, % (series mostly up to about 58 µM); 140,000 tested, 0.81% active; AID 1645851; in the data active = activity change below about -25%
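ADP-Glo luminescence measures ADP made by human IP6K1 during a 2 h RT reaction with ATP/IP6 (mix at 1.3 mM/130 uM); top library doses 57.5 and 19.1 uM final.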
GPT2 inhibitor – GPT2 alanine aminotransferase inhibition | Q8TD30 | 100,000 tested, 0.25% active | Potency, µM (titrated, usually from 57.7 µM), without a hit: top-dose activity change, negative = inhibition, most hits filed as inhibitors | Recombinant GPT2, coupled pyruvate oxidase/HRP Amplex Red fluorescence | AID 1671188; note: potency is the fitted concentration of half-maximal effect; nearly all actives have a fitted effect of over 60% in size; many of its hits are not listed in these tables
Target sequence (Q8TD30 whole entry, looked up): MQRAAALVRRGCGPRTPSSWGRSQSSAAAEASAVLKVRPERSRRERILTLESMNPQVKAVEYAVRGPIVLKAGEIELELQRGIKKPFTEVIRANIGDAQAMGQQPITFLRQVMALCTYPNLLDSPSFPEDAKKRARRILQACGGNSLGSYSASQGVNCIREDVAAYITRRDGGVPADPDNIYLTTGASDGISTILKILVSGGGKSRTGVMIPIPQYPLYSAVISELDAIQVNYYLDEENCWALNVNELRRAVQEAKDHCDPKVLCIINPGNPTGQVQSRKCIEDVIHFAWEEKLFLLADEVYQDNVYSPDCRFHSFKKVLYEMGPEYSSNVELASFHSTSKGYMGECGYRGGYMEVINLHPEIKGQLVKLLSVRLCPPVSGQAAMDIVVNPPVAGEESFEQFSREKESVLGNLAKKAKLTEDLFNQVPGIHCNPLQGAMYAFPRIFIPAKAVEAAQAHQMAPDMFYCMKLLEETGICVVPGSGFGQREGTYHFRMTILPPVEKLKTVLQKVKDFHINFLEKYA
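GPT2 10ng/uL, a-KG 250uM, L-Ala 2mM, HEPES pH7.5 + 0.0001% Tween; 30 min RT. Then Amplex mix (PO/HRP/ThPP), 30 min RT dark, fluorescence. AOA 50uM used as positive control.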
Active calls of the source: *; i = inactive; u = inconclusive; x = no result given; & = joins results of further samples; [ ] = another dose, or the depositor's remark. Unless noted, calls come from the whole dose curve; as a rule, active = well fitted curve in the direction sought with a large enough effect; inconclusive = small, poorly fitted or top-dose-only effect, or another doubt; inactive = no such curve, though single readings can be large; an effect the other way counts as inactive or inconclusive. Unless noted, % is set by controls: 0 for no effect and ±100 for the full control effect. This is a subset. The share of hits here may be higher or lower than overall.

1) COc1ccc(C(=O)N[C@H]2COC[C@H]2Cc2cc(C)no2)c(OC)n1
2) CCOc1ccc(CCNC(=O)CCn2c(=O)c3cccn3c3cccnc32)cc1
3) Cc1cc(C)c2nonc2c1S(=O)(=O)N1C[C@@H](N(C)C)[C@H](C(C)C)C1
4) COc1ccc(NC(=O)NC[C@@H]2C=C(C)[C@H](CC(=O)NCCN(C)C)C[C@H]2C(C)C)cc1
5) CCNC(=O)NC[C@H]1O[C@H](Cc2cc(C(C)(C)C)on2)CC[C@@H]1O
6) COC(=O)c1ccccc1NC(=O)c1ccc2c(c1)CCN2S(=O)(=O)c1ccc(Cl)cc1
7) Cc1ccc(C2=NC3(CCN(C(=O)COc4ccccc4)CC3)ON2)cc1
8) O=C(NC1CCCC1)C1c2ccccc2C(=O)N(C2CCCC2)C12CCCCC2 (stereo not drawn)

compound no.	1	2	3	4	5	6	7	8
Luciferase inh	6%	x	-1%	u	-2%[172 µM]	x	-24%	7%
SNCA expr inhib	18%	29%	-13%	24%	21%[87.6 µM]	-20%	-10%	-30%
IP6K1 inh	10	-3	2	-6	15	2	-10	-8
GPT2 inhibitor	-6%	x	3%	-18%	5%[88.5 µM]	x	i	-4%
HEK293 viab	-4%	5%	8%	3%	-3%[87.6 µM]	11%	-8%	-21%
HEK cytotox	i	x	i	u	-6%[172 µM]	x	-19%	-10%
3T3 cytotox	4%	x	i	u	-4%[138 µM]	x	-23%	-6%

3 entries from above, reformatted:
item	smiles	Luciferase inh	SNCA expr inhib	IP6K1 inh	GPT2 inhibitor	HEK293 viab	HEK cytotox	3T3 cytotox
4	COc1ccc(NC(=O)NC[C@@H]2C=C(C)[C@H](CC(=O)NCCN(C)C)C[C@H]2C(C)C)cc1	u	24%	-6	-18%	3%	u	u
5	CCNC(=O)NC[C@H]1O[C@H](Cc2cc(C(C)(C)C)on2)CC[C@@H]1O	-2%[172 µM]	21%[87.6 µM]	15	5%[88.5 µM]	-3%[87.6 µM]	-6%[172 µM]	-4%[138 µM]
6	COC(=O)c1ccccc1NC(=O)c1ccc2c(c1)CCN2S(=O)(=O)c1ccc(Cl)cc1	x	-20%	2	x	11%	x	x

The list goes on:
9) Cc1noc(C)c1CN1CCC2(CC1)COCCN2C(=O)c1ccccc1
10) O=C(Nc1cc(Cl)cc(Cl)c1)N1CCCC1c1nncn1C1CCCC1 (stereo not drawn)
11) CCc1ccccc1NC(=O)c1ccc2c(c1)CCN2S(C)(=O)=O
12) Cc1ccc2oc(C(=O)Nc3ccc(S(=O)(=O)Nc4nccc(C)n4)cc3)cc(=O)c2c1
13) O=C(C1CCCC1)N1CCCCCC1c1nc(-c2cccnc2)no1 (stereo not drawn)
14) COc1ccc(C(=O)N2CCC(C3CCN(S(C)(=O)=O)CC3)C2)cn1 (stereo not drawn)
15) Cc1ccccc1C(=O)N1CCN(C(=O)c2nc3cccnc3n(C3CCCC3)c2=O)CC1
16) COCC(=O)N1c2nc(-c3ccco3)nn2C2(CCCCC2)[C@@H]2CCCC[C@@H]21

compound no.	9	10	11	12	13	14	15	16
Luciferase inh	0%[172 µM]	4%	x	x	-9%	4%	x	x
SNCA expr inhib	-26%[87.6 µM]	-21%	-1%	12%	6%	27%	-2%	20%
IP6K1 inh	0	-13	34	-8	5	24	7	5
GPT2 inhibitor	i	0%	x	x	i	-13%	-5%	x
HEK293 viab	1%[87.6 µM]	u	-1%	-14%	-12%	2%[12.5 µM]	5%	u
HEK cytotox	u	u	x	x	-21%	i	-3%	x
3T3 cytotox	u	u	x	x	-21%	-1%	u	x

17) COc1cccc(N2C(=O)CSC23C(=O)N(CC(=O)NCc2ccc(C)cc2)c2ccccc23)c1 (stereo not drawn)
18) O=C1CC(c2ccccc2)N(S(=O)(=O)c2cccs2)CCCCCN1 (stereo not drawn)
19) CCc1cccc(-n2nnc(-c3nsc(NC(=O)c4cccs4)n3)c2C)c1
20) Cn1cccc1CN1CCCCCCNC(=O)[C@@H]2CCC[C@@H]21
21) O=C(c1cccc(Cl)c1)N1CC(CNc2cccnc2)C2(C1)CN(c1ccccc1)C2 (stereo not drawn)
22) Cc1cnc(C2CC2)n1CC1CCN(C(=O)C(C)C)CC1
23) Cc1ccc(S(=O)(=O)NC(=O)NN2CC3CCCC3C2)cc1 (stereo not drawn)
24) CC(=O)N1CCC(N2CC[C@@H]3C(=O)NCCCCCCN(Cc4ccncc4)[C@@H]3C2)CC1

compound no.	17	18	19	20	21	22	23	24
Luciferase inh	x	-3%	x	-2%	-1%[172 µM]	2%	x	1%
SNCA expr inhib	-10%	21%	77%[activator]	-11%	-27%[87.6 µM]	14%	u	-10%
IP6K1 inh	7	18	2	1	0	-4	26	1
GPT2 inhibitor	x	0%	x	1%	-9%[88.5 µM]	-5%	4%	i
HEK293 viab	12%	-30%	7%	3%	u	14%	u	-5%
HEK cytotox	x	-27%	x	-29%	u	i	x	i
3T3 cytotox	x	-21%	x	-11%	u	i	x	-1%

25) CC(=O)N1CCCC(c2nn(C)c(=O)n2Cc2ccccc2)C1 (stereo not drawn)
26) CC(C)c1ccc(-n2cc(CN3CCN(C(=O)N(C)C)CC3)cn2)cc1
27) Cc1ccccc1C(CNC(=O)c1cc(-c2ccc(F)cc2)n[nH]1)N(C)C (stereo not drawn)
28) CCOc1ccc(Nc2c(S(=O)(=O)c3ccc(C)cc3)cnc3ccc(OC)cc23)cc1
29) COC1CCC12CCNCC2 (stereo not drawn)
30) COc1ccc(OC)c2sc(N3CCN(C(=O)CCS(=O)(=O)c4ccc(F)cc4)CC3)nc12
31) COC(=O)CNC(=O)c1cc(Br)cn2ccnc12
32) COc1ccc(NS(=O)(=O)c2ccc3[nH]c4c(c3c2)CCCCCC4)cc1

compound no.	25	26	27	28	29	30	31	32
Luciferase inh	-7%	28µM*	8%	x	3%	x	-6%[172 µM]	x
SNCA expr inhib	0%	43%[activator]	-15%	u	-5%	-12%	4%[87.6 µM]	32%[activator]
IP6K1 inh	1	2	3	1	8	7	-8	10
GPT2 inhibitor	3%	-15%	i	x	i	x	-4%[88.5 µM]	x
HEK293 viab	-1%	-5%	-6%	-26%	4%	13%	4%[87.6 µM]	-12%
HEK cytotox	2%	u	u	x	-5%	x	i	x
3T3 cytotox	1%	-26%	u	x	-3%	x	-4%[138 µM]	x

33) CC(C)=CCC[C@@](C)(O)[C@H]1CC[C@]2(C)[C@@H]1[C@H](O)CC1[C@@]3(C)CC[C@H](O[C@@H]4O[C@H](CO)[C@@H](O)[C@H](O)[C@H]4O[C@@H]4O[C@H](CO)[C@@H](O)[C@H](O)[C@H]4O)C(C)(C)[C@@H]3CC[C@]12C (stereo partly drawn)
34) CC(C)(C)c1ccc(C(=O)NC(Cc2c[nH]c3ccccc23)C(=O)OCC(=O)c2ccccc2)cc1 (stereo not drawn)
35) CCc1sc(Nc2ccc(C)cc2Br)nc1-c1cc2cccc(OC)c2oc1=O
36) CCC1CN(C(=O)N2CCC(C(=O)NCCN(C)C)CC2)c2ccccc2O1 (stereo not drawn)
37) COc1cc(=O)n2c(c1C(=O)Nc1cccc(C)c1)CCCC2
38) CN(C)c1cccc(C(=O)NC2CCN(c3cc(-c4ccc(Cl)cc4)[nH]n3)CC2)c1
39) COc1ccccc1N1CCCc2ncc(C(=O)N3CCN(C(C)=O)CC3)cc21
40) C#CCNC(=O)C[C@@H]1c2nc(NC(=O)OCC=C)sc2C[C@@H]2[C@](C)(CO)[C@H](O)CC[C@]21C

compound no.	33	34	35	36	37	38	39	40
Luciferase inh	x	x	x	x	6%	7.1µM*	-5%[172 µM]	-4%
SNCA expr inhib	x	28%	28%	-8%	-4%	177%[activator]	-3%[87.6 µM]	-5%
IP6K1 inh	-7	10	3	11	16	16	12	0
GPT2 inhibitor	i	x	x	x	i	-13%	-20%[88.5 µM]	-4%
HEK293 viab	-12%[23.9 µM]	-9%	8%	0%	-1%	-5%	0%[87.6 µM]	0%
HEK cytotox	x	x	x	x	-8%	u	-7%[172 µM]	-2%
3T3 cytotox	x	x	x	x	i	32µM*	u	i

41) COC(=O)c1sccc1NC(=O)N1CCCCCCNC(=O)CC1
42) O=C(Cc1cccc(F)c1)N1CCC(N2CC3CC(C2)[C@H]2CCCC(=O)N2C3)CC1 (stereo partly drawn)
43) Cc1c(OCC(F)(F)F)ccnc1CS(=O)c1nc2ccccc2[nH]1 (stereo not drawn)
44) Cc1ccc(NC(=O)CCc2c(C)nc3c(-c4ccccc4)c(C)nn3c2C)c(C)c1
45) O=C1NCCCCCN(C(=O)C2CCC2)[C@H]2CCCC[C@@H]12
46) CN(c1cc(=O)c2ccnc(N3CCOCC3)c2o1)C1CCOCC1
47) COC(=O)CC1CCN(C(=O)C2CC(=O)N(c3n[nH]c4ccccc34)C2)CC1 (stereo not drawn)
48) Cc1cc(C)cc(NC(=O)Cn2c(N3CCc4ccccc4C3)nc(C)cc2=O)c1

compound no.	41	42	43	44	45	46	47	48
Luciferase inh	-6%	-9%	x	x	-12%	-1%[172 µM]	-2%	6%
SNCA expr inhib	8%	1%	101%[activator]	-9%	-13%	-1%[87.6 µM]	10%	21%
IP6K1 inh	-5	8	3	-4	-10	-17	8	6
GPT2 inhibitor	-1%	i	-2%	x	i	i	i	0%
HEK293 viab	2%	0%	-9%	7%	-3%	-6%[87.6 µM]	2%	-4%
HEK cytotox	-2%	-7%	x	x	-8%	i	5%	-17%
3T3 cytotox	-9%	i	x	x	-7%	u	-10%	-17%

49) O=C(NC1CC1)c1cc(Br)cn2ccnc12
50) CC(C)OCCNc1nccc(C2(c3ccccc3Cl)CCNCC2)n1
51) COc1ccc(C(=O)N[C@H]2CO[C@H]3[C@@H]2OC[C@@H]3Nc2nccc(C(C)(C)C)n2)cc1
52) O=C(CC1CCN(C(=O)c2ccc(F)c(F)c2)C1)NCc1ccccc1 (stereo not drawn)
53) Cn1cc(-c2cc3n(n2)CCC(=O)N3CCCC(=O)NCc2ccccc2)c2ccccc21

compound no.	49	50	51	52	53
Luciferase inh	-5%&-2%[172 µM]	0%	u	2%	x
SNCA expr inhib	16%&4%[87.6 µM]	-6%	-21%[87.6 µM]	7%	-10%
IP6K1 inh	-2&0	-16	-5	-7	-1
GPT2 inhibitor	i	-21%	-3%[88.5 µM]	i	x
HEK293 viab	-4%&4%[87.6 µM]	u	-29%[87.6 µM]	6%[12.5 µM]	7%
HEK cytotox	-26%&-2%[172 µM]	u	u	1%	x
3T3 cytotox	-3%&-25%[138 µM]	u	u	-3%	x
